Gal4-VP16 FLuc: inhibits Gal4-VP16 luciferase reporter, ROR gamma counter-screen; Potency, µM (series often up to 53.6 µM), for the others: top-dose activity, negative = inhibition, actives largely listed as inhibitors; Drosophila S2 Gal4-VP16 UAS-luciferase, luminescence, 20 h; 310,000 tested, 3.5% active;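 note: Gal4-VP16 expression switched on by copper sulfate through the metallothionein promoter; nearly all actives have a fitted effect of over 50% in size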
RORg inh: ROR gamma (mouse) transcription inhibition | Potency, µM (titrated, usually from 53.6 µM), for inactives: at the highest dose activity change, negative = inhibition, actives largely listed as inhibitors | AID 2551 | P51450 | Drosophila S2 Gal4-RORgamma UAS-luciferase reporter, 20 h | 310,000 tested, 5.4% active; note: nearly all actives have a fitted effect of over 60% in size
Target sequence (P51450 whole entry, looked up, the tested form may be a part): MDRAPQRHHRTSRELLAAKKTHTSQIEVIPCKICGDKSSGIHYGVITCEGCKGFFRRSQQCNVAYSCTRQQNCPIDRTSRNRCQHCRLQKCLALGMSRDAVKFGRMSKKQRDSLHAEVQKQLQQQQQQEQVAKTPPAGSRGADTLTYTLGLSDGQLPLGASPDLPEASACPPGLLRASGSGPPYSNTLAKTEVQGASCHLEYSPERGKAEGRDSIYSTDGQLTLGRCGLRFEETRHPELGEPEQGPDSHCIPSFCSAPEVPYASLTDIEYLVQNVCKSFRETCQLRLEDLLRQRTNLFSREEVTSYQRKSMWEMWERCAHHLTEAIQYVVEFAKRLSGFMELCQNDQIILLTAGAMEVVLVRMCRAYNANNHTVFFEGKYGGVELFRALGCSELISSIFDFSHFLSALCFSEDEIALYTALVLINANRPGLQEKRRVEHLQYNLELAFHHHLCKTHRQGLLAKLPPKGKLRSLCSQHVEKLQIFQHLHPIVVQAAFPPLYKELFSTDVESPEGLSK
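Schneider cells (Drosophila), stable Gal4 DBD–ROR gamma + UAS-luc; 1 hr cmpd preincubation; Cu2+ induction 700 uM final; 20 hr ambient; luminescence.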
An asterisk follows results filed as active; ? = inconclusive; & = joins results of further samples; [ ] = dose if it differs, or a comment. Calls come from the whole dose curve; as a rule, active = well fitted curve in the direction sought with a large enough effect; inconclusive = small, poorly fitted or top-dose-only effect, or another doubt; inactive = no such curve, though single readings can be large; an effect the other way counts as inactive or inconclusive. % is set by controls: 0 for no effect and ±100 for the full control effect; potency is the fitted concentration of half-maximal effect. Only part of the results is shown; count on the stated rates, not on these rows.

SMILES	Gal4-VP16 FLuc	RORg inh
CCNc1ncc2nc(-c3ccc(OC)cc3)c(=O)n(Cc3ccc(F)cc3)c2n1	-9%	-7%
CSCC[C@H](NC(=O)[C@H](CC(C)C)NC(=O)[C@@H]1CCCN1C(=O)[C@H](Cc1ccccc1)NC(=O)[C@H](Cc1ccccc1)NC(=O)[C@H](CCC(N)=O)NC(=O)[C@H](CCC(N)=O)NC(=O)[C@@H]1CCCN1C(=O)[C@H](CCCCN)NC(=O)[C@@H]1CCCN1C(=O)[C@@H](N)CCCN=C(N)N)C(N)=O	-8%	0%
CC(=O)N1CCC2(CC1)CN(C(=O)Nc1cccc(C#N)c1)C2	?	3%
CC(C)NC(=O)N1CCCC2(CCN(C(=O)c3ccco3)CC2)C1	-5%	-18%
CC1CCC(C(C)[C@H]2CCC3C4CC(=O)C5C[C@@H](O)CC[C@]5(C)C4CC[C@@]32C)=NC1 (stereo partly specified)	-6%	-4%
COc1ccc2c(c1)C(c1ccc3c(c1)OCO3)CC(=O)O2 (stereo unspecified)	7%	4%
Cc1noc(C)c1C(=O)N1CCC2(CC1)CN(c1cccc(-c3ccccc3)c1)C2	-14%	29%
COc1cc(OC)c2c(c1C(CCN1CCCC(C)C1)c1ccc(N(C)C)cc1)OC(=O)CC2c1ccc(N(C)C)cc1 (stereo unspecified)	-11%	-3%
N#CCCn1c(=O)c(-c2cc(F)cc(F)c2)nc2cnc(Oc3cccc(Cl)c3)nc21	2%	30%
N#CCCn1c(=O)cnc2cnc(Oc3ccccc3)nc21	-6%	2%
O=C(NCCCCCCNC(=O)ON=C1CCCCC1)ON=C1CCCCC1	13%&26%	-1%&19%
Cc1ccc2[nH]c3nc(CCCn4ccnc4-c4ccccc4)nnc3c2c1	-8%[10 µM]	9%[10 µM]
OC1C2COC(O2)[C@H](O)C1O (stereo partly specified)	-2%	3%
C=C1CC[C@@H]2O[C@@]2(C)CC[C@H]2[C@H]1CC2(C)C	-2%	12%
C[C@@H](CC(=O)O)[C@@H](N)C(=O)O	1%	11%
Cn1c(=O)c(-c2cc(F)cc(F)c2)nc2cnc(Oc3cccc(Cl)c3)nc21	11%	-15%
CN1CCN(c2ncnc3ccc(-c4ccccc4C#N)cc23)CC1	-8%	?
O=C(/C=C/c1ccc(O)c(O)c1)OC1C[C@](O)(C(=O)O)C[C@@H](O)[C@H]1O (stereo partly specified)	6%&-9%	22%&3%
O=C(c1cccc(F)c1)N1CCC2(CCCN(c3ccccn3)C2)CC1	6%	-2%
CC1CC=CC2C1C(=O)N(Cc1ccccc1)C2c1ccc(F)c(Br)c1 (stereo unspecified)	?	?
C=Cc1ccc(C=C)cc1	9%	1%
CCCCCCCC/C=C/CCCCCCCCOP(=O)([O-])OCC[N+](C)(C)C	3%	-5%
CC(=O)O[C@@H]1[C@@H](O)CN[C@@H]1Cc1ccccc1	0.28µM*	0.5µM*
O=C1CCC(=O)N1CO	1%	-6%
COc1ccc2c(c1)C(=O)[C@H](OC(=O)NCCc1ccc(OC)c(OC)c1)[C@@H](c1ccc(OC)c(Br)c1)O2	-2%	22%
COc1ccc(COC(=O)N/N=C2/C[C@@H](O)[C@@H](O)[C@@H]3[C@@H]4C(=O)N(Cc5ccc6c(c5)OCO6)C(=O)[C@H]4CC[C@H]23)cc1	-2%[10 µM]	2%[10 µM]
CCCCCCCC/C=C\CCCCCCCC(=O)NCCCC(=O)O	-23%	2%
CC1(C)CCC[C@@]2(C)C1CC[C@@](C)(O)[C@@H]2CC[C@@](C)(O)C1CO1 (stereo partly specified)	-19%	-16%
CC[N+](CC)(CCNC(=O)C(=O)NCC[N+](CC)(CC)Cc1ccccc1Cl)Cc1ccccc1Cl	-4%&-6%	17%[10 µM]
C=C(C(C)=O)C(O)/C=C/c1ccco1 (stereo unspecified)	-9%	-18%

18 entries already listed, sorted by length of the SMILES, ascending.
SMILES	Gal4-VP16 FLuc	RORg inh
O=C1CCC(=O)N1CO	1%	-6%
C=Cc1ccc(C=C)cc1	9%	1%
OC1C2COC(O2)[C@H](O)C1O (stereo partly specified)	-2%	3%
C=C(C(C)=O)C(O)/C=C/c1ccco1 (stereo unspecified)	-9%	-18%
C[C@@H](CC(=O)O)[C@@H](N)C(=O)O	1%	11%
N#CCCn1c(=O)cnc2cnc(Oc3ccccc3)nc21	-6%	2%
CCCCCCCC/C=C\CCCCCCCC(=O)NCCCC(=O)O	-23%	2%
CN1CCN(c2ncnc3ccc(-c4ccccc4C#N)cc23)CC1	-8%	?
O=C(NCCCCCCNC(=O)ON=C1CCCCC1)ON=C1CCCCC1	13%&26%	-1%&19%
CC(=O)O[C@@H]1[C@@H](O)CN[C@@H]1Cc1ccccc1	0.28µM*	0.5µM*
O=C(c1cccc(F)c1)N1CCC2(CCCN(c3ccccn3)C2)CC1	6%	-2%
C=C1CC[C@@H]2O[C@@]2(C)CC[C@H]2[C@H]1CC2(C)C	-2%	12%
CC1CC=CC2C1C(=O)N(Cc1ccccc1)C2c1ccc(F)c(Br)c1 (stereo unspecified)	?	?
CCCCCCCC/C=C/CCCCCCCCOP(=O)([O-])OCC[N+](C)(C)C	3%	-5%
Cn1c(=O)c(-c2cc(F)cc(F)c2)nc2cnc(Oc3cccc(Cl)c3)nc21	11%	-15%
CC1(C)CCC[C@@]2(C)C1CC[C@@](C)(O)[C@@H]2CC[C@@](C)(O)C1CO1 (stereo partly specified)	-19%	-16%
O=C(/C=C/c1ccc(O)c(O)c1)OC1C[C@](O)(C(=O)O)C[C@@H](O)[C@H]1O (stereo partly specified)	6%&-9%	22%&3%
CC[N+](CC)(CCNC(=O)C(=O)NCC[N+](CC)(CC)Cc1ccccc1Cl)Cc1ccccc1Cl	-4%&-6%	17%[10 µM]

Additional results follow:
SMILES	Gal4-VP16 FLuc	RORg inh
N#Cc1cccc(-c2cc(NCc3cccs3)ncn2)c1	-7%	?
O=C1O[C@@H]([C@@H](O)CO)[C@@H](O)[C@H]1O	0%	-6%
Cc1noc(C)c1-c1cncnc1Nc1ccccc1	14%	21%
CCCCCS(=O)(=O)CCCCCCCCCCn1c(-c2ccc(O)cc2)c(C)c2cc(O)ccc21	20µM*	?
C[C@@H](O)C(N)C(=O)O (stereo partly specified)	6%	-10%
CC(C)[C@@H](OCc1ccccc1)[C@H](C)/C=N\OC[C@@H](O)COCc1ccco1	0%[10 µM]	13%[10 µM]
S=c1[nH]c2ccccc2s1	10µM*	7.9µM*
N#CCc1ccccc1[N+](=O)[O-]	0%	5%
CC(=O)c1cc(C)oc1C	0%	-1%
CC1(C)S[C@@H]2[C@H](NC(=O)COc3ccccc3)C(=O)N2[C@H]1C(=O)O	?	7%
CC(C)=CCC/C(C)=C/C=O	11%	-26%
CC(=O)O[C@@H]1CC(C)=C2[C@H]1[C@H](C)CC[C@H]2/C=C(\C)C(=O)O	9%	-10%
CC/C=C\CC[C@H](O)C1=CCCCC1=O	-6%[10 µM]	18%[10 µM]
CN(C)C(=O)c1ccc(-c2nc(NCc3ccccc3)c3ccccc3n2)cc1	18%	?
COCCn1c(=O)c(-c2cccc(C#N)c2)nc2cnc(Oc3ccccc3)nc21	7%	40%
CC1(OC(=O)c2cccs2)C(=O)C=C2C=C(c3ccc(C#N)cc3)OC=C2C1=O (stereo unspecified)	0%&8%	-3%&-4%
COc1ccccc1CNc1cc(-c2ccoc2)ncn1	24%	-6%
COCCn1c(=O)c(-c2ccccc2)nc2cnc(N3CCOCC3)nc21	9%	1%
COC(=O)NC(CC(C)=O)c1ccc(F)cc1 (stereo unspecified)	3%[10 µM]	26%[10 µM]
CC(=O)OC[C@@H]1O[C@@H](O/N=C2/C[C@@H](O)[C@@H](O)[C@@H]3[C@@H]4C(=O)N(C(C)(C)C)C(=O)[C@H]4CC[C@H]23)[C@H](OC(C)=O)[C@H](OC(C)=O)[C@@H]1OC(C)=O	-1%[10 µM]	5%[10 µM]
CC(=O)OC1C([N+]2(C)CCCCC2)C[C@H]2C3CC[C@H]4C[C@H](OC(C)=O)C([N+]5(C)CCCCC5)CC4(C)C3CCC12C (stereo partly specified)	-2%	8%[10 µM]
COC(=O)[C@H](COC(C)(C)C)NC(=O)O[C@@H]1C(=O)c2ccc(OC)cc2O[C@H]1c1ccc2c(c1)OCO2	-9%	-16%
O=C1C2=C(S[C@@H]3O[C@H](CO)[C@@H](O)[C@H](O)[C@H]3O2)C(=O)c2ccccc21	-15%	-33%
O=C(Nc1ccccc1)N1CCCC2(CCN(C(=O)c3cnccn3)CC2)C1	1%	-2%
C[C@H]1C[C@]2(O[C@@H]2C)C(=O)O[C@@H]2CCN(C)C/C=C(/COC(=O)[C@]1(C)O)C2=O	6%	13%
COC(=O)[C@@H]1CC[C@H](C)[C@@H](c2ccc(C)cc2)N1C(=O)c1ccc(/C=N\O[C@@H](C)CN2CCCCc3nc(C)c(C)cc32)cc1	-2%[10 µM]	-14%[10 µM]
O=C(c1ccncc1)N1CCC2(CC1)CN(c1cccc(-c3ccccc3)c1)C2	-16%	-17%
COc1cc(-c2coc3cc(OC)c(OC)c(OC)c3c2=O)cc(OC)c1OC	-2%	25%
O=C(c1cnccn1)N1CCC[C@@]2(CCN(c3ccccc3)C2)C1	0%	1%
O=C(c1ccncc1)N1CCC[C@@]2(CCN(c3ncccn3)C2)C1	-5%	5%
NC(=O)c1cc[n+](CC2=C(C(=O)[O-])N3C(=O)[C@@H](NC(=O)Cc4cccs4)[C@@H]3SC2)cc1	2%[17 µM]	6%[2.98 µM]
C=C1CCC2[C@](C)(CO)[C@H](O)CC[C@@]2(C)[C@@H]1C/C=C1/C(=O)OC[C@H]1O (stereo partly specified)	-13%	-33%
CCCCCCC/C=C/C1=CC2(C)CC1(C)C(CCCCCCC)CC2=O (stereo unspecified)	-8%[10 µM]	-9%[10 µM]
COc1ccc(CNc2nc(-c3ccc(C(=O)N(C)C)cc3)nc3ccccc23)c(OC)c1	-5%	?
COC(=O)C1=C(C)N(Cc2ccccc2)C2=C(C(=O)c3ccccc3)C(c3ccccc3)[C@@](O)(C(=O)OC)C(=O)N2C1c1ccccc1 (stereo partly specified)	-1%&4%[10 µM]	1%&-4%[10 µM]
COc1cc(O)c2c(c1)C(=O)c1cc(C)cc(O)c1C2=O	6%	-16%
CN[C@@H](CC(C)C)C(=O)N[C@@H]1C(=O)N[C@H](CC(N)=O)C(=O)N[C@@H]2C(=O)N[C@H]3C(=O)N[C@H](C(=O)N[C@H](C(=O)O)c4cc(O)cc(O)c4-c4cc3ccc4O)[C@H](O)c3ccc(c(Cl)c3)Oc3cc2cc(c3O[C@H]2O[C@@H](CO)[C@@H](O)[C@@H](O)[C@@H]2O[C@@H]2C[C@](C)(N)[C@H](O)[C@H](C)O2)Oc2ccc(cc2Cl)[C@@H]1O	-8%[17 µM]	-11%[16.9 µM]
Nc1c(N=Nc2ccc(-c3ccc(N=Nc4cc(S(=O)(=O)O)c5ccccc5c4N)cc3)cc2)cc(S(=O)(=O)O)c2ccccc12	?	-31%&-30%
COc1cccc(-c2ccc3ncnc(NC4CCNCC4)c3c2)c1	-6%	3%
NCCCC[C@H](NC(=O)[C@H](CCCN=C(N)N)NC(=O)[C@H](CO)NC(=O)[C@H](CCCN=C(N)N)NC(=O)[C@@H](N)Cc1ccc(O)cc1)C(=O)N[C@@H](Cc1ccc(O)cc1)C(=O)N[C@@H](CO)C(=O)N[C@@H](CO)C(=O)N[C@@H](Cc1c[nH]c2ccccc12)C(=O)N[C@@H](Cc1ccc(O)cc1)C(=O)O	4%	-19%
COC1=CC(=O)C(C(=O)c2ccccc2)=CC1=O	-20%	-30%
C=C1C(c2ccc(C)cc2)=CCc2cc(C)cc(C)c21	6%	-24%

Copied from the list.
Reading of `CN[C@@H](CC(C)C)C(=O)N[C@@H]1C(=O)N[C@H](CC(N)=O)C(=O)N[C@@H]2C(=O)N[C@H]3C(=O)N[C@H](C(=O)N[C@H](C(=O)O)c4cc(O)cc(O)c4-c4cc3ccc4O)[C@H](O)c3ccc(c(Cl)c3)Oc3cc2cc(c3O[C@H]2O[C@@H](CO)[C@@H](O)[C@@H](O)[C@@H]2O[C@@H]2C[C@](C)(N)[C@H](O)[C@H](C)O2)Oc2ccc(cc2Cl)[C@@H]1O` in RORg inh: -11%[16.9 µM]
Reading of `NCCCC[C@H](NC(=O)[C@H](CCCN=C(N)N)NC(=O)[C@H](CO)NC(=O)[C@H](CCCN=C(N)N)NC(=O)[C@@H](N)Cc1ccc(O)cc1)C(=O)N[C@@H](Cc1ccc(O)cc1)C(=O)N[C@@H](CO)C(=O)N[C@@H](CO)C(=O)N[C@@H](Cc1c[nH]c2ccccc12)C(=O)N[C@@H](Cc1ccc(O)cc1)C(=O)O` in Gal4-VP16 FLuc: 4%
